NPYLR7 agonist – mosquito NPYLR7 agonism; HEK293T NPYLR7/Galpha15, GCaMP6s calcium fluorescence; activation, % at 10 µM; hit rate 0.15% among 270,000; in the data active = activation above about 40%;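 note: 0% = vehicle and 100% = reference agonist at the receptor; some compounds past the cut are filed as inactive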
mcGAS lum – inhibitors of mouse cGAS; Q8C6L5; recombinant cGAS, Kinase-Glo ATP depletion luminescence; inhibition, % at 12.5 µM; hit rate 0.15% among 160,000; AID 1259399;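 note: 0% = negative control wells and 100% = reference inhibitor with no enzyme activity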
hcGAS inh – blocks human cGAS activity | Q8N884 | recombinant h-cGAS, ATP depletion, Kinase-Glo luminescence | inhibition, % at 12.5 µM | hit rate 0.081% among 290,000 | AID 1259398;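 note: 0% = vehicle reaction and 100% = reaction without DNA for no activity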
Target sequence (Q8N884 whole entry, looked up): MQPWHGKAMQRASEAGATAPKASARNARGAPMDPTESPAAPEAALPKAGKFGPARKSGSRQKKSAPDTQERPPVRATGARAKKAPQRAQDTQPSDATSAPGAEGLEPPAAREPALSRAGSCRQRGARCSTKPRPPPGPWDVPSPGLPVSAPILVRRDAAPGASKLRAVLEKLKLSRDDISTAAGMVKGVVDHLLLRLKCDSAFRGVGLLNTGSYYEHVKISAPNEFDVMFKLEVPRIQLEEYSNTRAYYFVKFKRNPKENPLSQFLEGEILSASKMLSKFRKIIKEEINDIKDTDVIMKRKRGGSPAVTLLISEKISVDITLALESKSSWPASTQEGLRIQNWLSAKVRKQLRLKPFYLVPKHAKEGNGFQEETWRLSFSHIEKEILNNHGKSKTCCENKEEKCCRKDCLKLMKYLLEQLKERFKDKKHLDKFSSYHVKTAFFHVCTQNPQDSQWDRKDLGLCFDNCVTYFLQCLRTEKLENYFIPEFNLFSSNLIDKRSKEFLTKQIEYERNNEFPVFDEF
* marks the source's active call; other numbers are inactive results; . = not tested or not shown; & = joins results of further samples. Cut-off read from the data, not from the text of the source, unless noted: active = inhibition above about 40%; inactive = the rest. Not a hit list; about 0.27% have a hit in one of these screens.

SMILES	NPYLR7 agonist	mcGAS lum	hcGAS inh
COc1ccccc1OCC(=O)OCn1c(SC)nnc(C)c1=O	2	-9	-6
Cc1noc(C)c1CC(=O)OC(C(=O)N1CCc2sccc2C1)C(C)C (configuration not stated)	-1	.	3
Cc1noc(C)c1S(=O)(=O)Nc1ccccc1N1CCCCC1	4	.	-16
COC(=O)c1sc(N2C(=O)C(O)=C(C(=O)c3cccs3)C2c2cccc([N+](=O)[O-])c2)nc1C (configuration not stated)	1	-3	3
Cc1ccc(C)c(OCCOc2c(Cl)cc(Cl)cc2/C=N\n2cnnc2)c1	30	.	-8
N#CCCN(CCC#N)Cn1nc(-c2cccs2)n(CC2CCCO2)c1=S (configuration not stated)	0	-5	-7
Cc1cc(NC(=O)CN(C)CCCN2c3ccccc3CCc3ccccc32)nn1-c1ccccc1	-5	.	-4
CCCC(O)(CCC)c1ccc(CN(Cc2ccco2)Cc2cccc(OC)c2OC)o1	-9	-4	0
O=C(N1CCCCC1)N1CCN(CC(O)c2ccc(F)cc2)CC1 (configuration not stated)	-3	.	-7
COc1ccccc1CC(=O)N1CCC(n2cnc3ccc(F)cc32)CC1	5	-3	2
CO[C@H]1CN(C(=O)c2cccnc2SC)[C@H]2Cc3c(n(CC(N)=O)c4ccccc34)[C@@H]1C2	19	-7	-5
Cc1cc(C)n(-c2cccc(CN3CCN(Cc4ccccc4C)C(CCO)C3)c2)n1 (configuration not stated)	4	-11	-12
CCc1cc(CN(C)Cc2ncc[nH]2)on1	2	-12	-6
CS(=O)(=O)NCCOc1ccc2nnc(-c3ccccc3)n2n1	8	-9	-6
O=Cc1cccc(NC(=O)c2ccc(Cl)cc2Cl)c1	-5	.	1
CC1(C)CC2(CC(C)(C)N1)OC(=O)N1CCc3ccccc3C12C (configuration not stated)	-1	.	1
CCNC(=O)CSc1ccc2c3c(cccc13)C(=O)c1ccccc1-2	37	.	2
CC(=O)Oc1c(-c2ccc(NC(=O)c3cccs3)cc2)c(-c2ccc3c(c2)OCO3)nn1-c1cc(C)ccc1C	4	-3	-5
O=C(NCc1cccnc1)c1cccc(OC2CCN(C(=O)C3=CCCC3)CC2)c1	-3	-11	-9
C=CCn1cc(C(=O)N=c2sccn2C)c2ccccc21	5	-18	-10
FC(F)(F)C1CCCn2c(CNCc3cccs3)nnc21 (configuration not stated)	16	-6	-9
COCC1CCCN1C(=O)c1ccc(C(F)(F)F)nc1C (configuration not stated)	3	.	-1
CC(=O)N1N=C(c2cccnc2)OC1C(=O)N[C@@H](Cc1ccccc1)C(N)=O (some centres not stated)	0	.	6
CC1c2cccn2CCN1S(=O)(=O)c1ccc(F)cc1 (configuration not stated)	-4	.	-8
O=C(Nc1ccc2c(c1)CCC2)C1=CN2CCS(=O)(=O)N=C2C=C1	0	-5	-5
CCOc1ccc(Cl)c(C(=O)NCCc2cc(F)cc(F)c2)n1	-3	-14	-4
CCCOc1ccc(C(=O)N2CCC(c3ccc(F)cc3)CC2)cc1	-7	.	-5
Cc1ccc(F)c(N2C(=O)CSC2c2cccc(NC(=O)CCc3ccccc3)c2)c1 (configuration not stated)	-6	2	-1
CCOc1ccc(C(C2Sc3nc(CC)nn3C2=O)N2CCN(CC)CC2)cc1 (configuration not stated)	-2	-6	-4
Cn1c(NC(=O)c2ccccc2I)cc(=O)n(C)c1=O	23	-9	-13

Compounds listed so far with two or more sulfur atoms:
SMILES	NPYLR7 agonist	mcGAS lum	hcGAS inh
COC(=O)c1sc(N2C(=O)C(O)=C(C(=O)c3cccs3)C2c2cccc([N+](=O)[O-])c2)nc1C (configuration not stated)	1	-3	3
N#CCCN(CCC#N)Cn1nc(-c2cccs2)n(CC2CCCO2)c1=S (configuration not stated)	0	-5	-7

Given with values under each structure: 6 of the compounds above.
Results follow in this order: NPYLR7 agonist | mcGAS lum | hcGAS inh
Cc1ccc(F)c(N2C(=O)CSC2c2cccc(NC(=O)CCc3ccccc3)c2)c1 (configuration not stated)
 : -6 | 2 | -1
COCC1CCCN1C(=O)c1ccc(C(F)(F)F)nc1C (configuration not stated)
 : 3 | . | -1
CCOc1ccc(C(C2Sc3nc(CC)nn3C2=O)N2CCN(CC)CC2)cc1 (configuration not stated)
 : -2 | -6 | -4
COc1ccccc1CC(=O)N1CCC(n2cnc3ccc(F)cc32)CC1
 : 5 | -3 | 2
Cc1cc(NC(=O)CN(C)CCCN2c3ccccc3CCc3ccccc32)nn1-c1ccccc1
 : -5 | . | -4
N#CCCN(CCC#N)Cn1nc(-c2cccs2)n(CC2CCCO2)c1=S (configuration not stated)
 : 0 | -5 | -7

Going on with the list:
SMILES	NPYLR7 agonist	mcGAS lum	hcGAS inh
CCC(c1cccnc1)N(C)Cc1ccc(C(F)(F)F)nc1 (configuration not stated)	12	.	-2
CC(O)c1ccc(-c2ccc(CNCC3CCNCC3)o2)cc1 (configuration not stated)	-8	1	5
COc1ccccc1CN1CCC(CN(CC(C)C)C(=O)/C=C/c2ccncc2)CC1	10	.	-9
O=C(NC1CC1)c1cc2n(n1)CCN(Cc1ccc(F)cc1)C2=O	15	-3	-1
CC(C)c1ccc(/C=C2/SC(=S)N(C)C2=O)cc1	22	-6	-4
COC(=O)c1ccc(OC)c(-n2ccnc2C(C)C)c1	11	.	-10
COC(=O)c1ccc(Cn2nc(C)c3cnn(-c4ccc(C)cc4C)c3c2=O)o1	3	.	-4
N#Cc1cccnc1N1CCN(S(=O)(=O)c2ccc(F)c(Cl)c2)CC1	-1	-5	-8
CCCCCCn1c(C)cn2c3c(=O)n(CC(N)=O)c(=O)n(C)c3nc12	7	-6	3
CCCCc1nc(C(N)=O)c2[nH]c(=O)n(-c3ccc(C)c(C)c3)c2n1	14	.	7
CCOC(=O)C1=C(C)N(Cc2ccccc2)C(=O)NC1c1ccccc1F (configuration not stated)	-2	-6	-4
CC1CCCN(S(=O)(=O)N2CCOC3(CCCC3)C2)C1 (configuration not stated)	0	.	-13
c1cncc(COC2CCCN(Cc3ccc(-c4ccn[nH]4)o3)C2)c1 (configuration not stated)	4	2	-3
Cc1ccc(-c2cc(NS(=O)(=O)c3ccc(C)cc3)n(C3CCS(=O)(=O)C3)n2)cc1 (configuration not stated)	-1	-8	-10
NC(=O)c1c(NC(=O)c2ccccc2N)sc2c1CCC2	4	-7	-1
O=C(C1=COCCO1)N(Cc1cccnc1)c1nc2ccc(F)cc2s1	-17	-2	4
CCC(NC(=O)c1ccccc1OC)c1c(C)nn(C)c1C (configuration not stated)	12	-6	-12
O=C(CCNC(=O)C12CC3CC(CC(C3)C1)C2)NNC(=O)c1ccccn1	5	.	-7
Cc1ccc(C(=O)Nc2c(C(=O)N3CCN(Cc4ccccc4)CC3)cnn2-c2ccccc2)cc1	-10	-7	-5
Cc1noc(C)c1S(=O)(=O)N(C)Cc1cc(F)cc2cccnc12	-2	.	-8
CC(=O)n1c2c(c3ccccc31)OC(=N)C(C#N)C2c1cccnc1 (configuration not stated)	-5	-3	-4
O=C(Cc1ccsc1)N1CCC(n2c(-c3ccccc3)nc3ccc(F)cc32)CC1	6	-7	-3
CCOC(=O)C1CCN(C(=O)c2coc(CN(Cc3ccccc3)Cc3cc(C)ccc3C)n2)CC1	19	-4	-4
Cc1c(C(=O)OCc2nc(N)nc(N)n2)oc2c(Cl)cccc12	9	-15	-8
Fc1ccc(CN(Cc2ccncc2)Cc2c(Cl)cncc2Cl)cc1	1	.	-5
O=C(c1ccc(-n2cncn2)cc1)N1CCN(S(=O)(=O)c2cccc(F)c2)CC1	7	-6	-2
CCc1nn2c(C)c(C)c(C)nc2c1C	19	.	-8
CC(NC(=O)C1(C#N)CCCCC1)c1cccc(-n2ccnc2)c1 (configuration not stated)	-20	.	0
Cc1nc(CN(C)Cc2cccc(C(=O)Nc3cccnc3)c2)cs1	5	.	-11
c1ccc(CNCc2cnc[nH]2)cc1	.	-2	0
CCOCCOc1nc(-c2ccccc2C)n(-c2ccc(NC(=O)C(CC)c3ccccc3)cc2)n1 (configuration not stated)	-9	-7	-16
COc1cc2c(cc1CN1CCCCC1CN1CCOCC1)OCO2 (configuration not stated)	19	-16	2
N#Cc1ncn(CC(=O)Nc2ccc3c(c2)OC2(CCCC2)O3)n1	-3	.	16
CSCCn1c(=NC(=O)c2cc(C)no2)sc2cc3c(cc21)OCO3	8	-8	-6
NC(=O)c1c(SCC(=O)c2ccc(Cl)cc2)sc2c(O)cc(=O)[nH]c12	1	-4	-4
CCN(CC)Cc1nnc2sc(-c3cccc(Br)c3)nn12	10	.	-2
COC(=O)c1[nH]ncc1CN(C)CC1(N2CCCCC2)CCCCC1	.	0	1
CCCCC(CC)C(=O)NS(=O)(=O)c1ccc(C#N)cc1 (configuration not stated)	1	.	-4
COc1ccccc1-c1noc2nc(Oc3cccnc3)ccc12	-4	-7	-7
COc1cccc(-c2cc(C(=O)NCCCN3CCOCC3)n(-c3cc(C)ccc3C)n2)c1	21	-4	-2

Structural class, those above containing an aryl methoxy group
SMILES	NPYLR7 agonist	mcGAS lum	hcGAS inh
COc1ccccc1OCC(=O)OCn1c(SC)nnc(C)c1=O	2	-9	-6
CCCC(O)(CCC)c1ccc(CN(Cc2ccco2)Cc2cccc(OC)c2OC)o1	-9	-4	0
COc1ccccc1CC(=O)N1CCC(n2cnc3ccc(F)cc32)CC1	5	-3	2
COc1ccccc1CN1CCC(CN(CC(C)C)C(=O)/C=C/c2ccncc2)CC1	10	.	-9
COC(=O)c1ccc(OC)c(-n2ccnc2C(C)C)c1	11	.	-10
CCC(NC(=O)c1ccccc1OC)c1c(C)nn(C)c1C (configuration not stated)	12	-6	-12
COc1cc2c(cc1CN1CCCCC1CN1CCOCC1)OCO2 (configuration not stated)	19	-16	2
COc1ccccc1-c1noc2nc(Oc3cccnc3)ccc12	-4	-7	-7
COc1cccc(-c2cc(C(=O)NCCCN3CCOCC3)n(-c3cc(C)ccc3C)n2)c1	21	-4	-2

The results go on:
SMILES	NPYLR7 agonist	mcGAS lum	hcGAS inh
COC(=O)C1CCN(C(c2ccc(OC)c(OC)c2)C2Sc3nc(C)nn3C2=O)CC1 (configuration not stated)	5	.	-6
Cc1cccc(-c2cccc(NC(=O)C3CCCN3C(=O)c3cnccn3)c2)c1 (configuration not stated)	-2	-8	-11
CC1CCC2(CC1)NC(=O)N(NC(=O)COC(=O)C1CCCCC1)C2=O (configuration not stated)	-1	.	-8
CN(Cc1cccc(Cn2cccn2)c1)Cc1nc(-c2cccnc2)no1	0	-12	-4
CN(C)CCNc1cc(C(F)(F)F)c(C#N)c2nc3ccccc3n12	9&1	-4	-3&-8
C=CCNC(=O)C(NC(=O)c1cccc(OC)c1)C1CCN(C(=O)c2ccc(Cl)cc2)CC1 (configuration not stated)	7	-6	-4
COCCc1noc(CN2C[C@H]3CC=CC[C@H]3C2)n1	1	-11	-8
O=C(CCCS(=O)(=O)c1ccc(F)cc1)N1CCN(c2nc3c(F)cccc3s2)CC1	16	.	3
O=C(c1sc2ccccc2c1Cl)N1CCN(S(=O)(=O)N2CCOCC2)CC1	7	.	-11
CCOC(=O)CCC(=O)N1CCN(c2nccc(-c3ccc(N4CCOCC4)cc3)n2)CC1	-10	1	-3
C#CCN(Cc1ccco1)C(=O)Nc1cc2c(cc1Cl)OCCCO2	13	.	-14
CC(C)c1cccc(N2CC[C@H](N3CCN(C)CC3)[C@H](CCC(=O)O)C2)n1	.	0	-3
COc1ccc(C2CCCN2S(=O)(=O)N2CCC(C)CC2)cc1 (configuration not stated)	1	-19	3
CCc1nc(C)c(C(=O)N2CCC(O)(CN(C)C)C2)o1 (configuration not stated)	20	.	-6
COc1ccc(C2C3C(=O)N(C)C(=O)C3N3C(c4ccc(OC)cc4)C4C(=O)N(C)C(=O)C4N23)cc1 (configuration not stated)	0	.	6
CCOC(=O)CCC(=O)N1CCN(C(=O)CN2CCc3sccc3C2c2ccc(OC)cc2)CC1C (configuration not stated)	12	-5	-3
CC1(C(=O)NCc2ccco2)Cc2c(-c3cccc(C(F)(F)F)c3)ccnc2O1 (configuration not stated)	4	-5	-5
Cc1cccn2c(CN(Cc3nccn3C)C(C)C)c(C(=O)N3CCCCC3)nc12	18	.	-12
O=C(Nc1ccccc1OCCCc1ccccc1)c1ccccn1	5	-14	-10
CN(C1CCCCC1)S(=O)(=O)c1ccc2c(c1)CCC(=O)N2	29	-8	-4
CCO[C@H]1COC[C@@H]1NC(=O)C1(Oc2cccnc2C)CCNCC1	3	-2	1
CCC(=O)NCCn1cnc(-c2ccccc2)c1-c1ccc(OC)c(O)c1Cl	6	-9	1
CC(C)CN(Cc1c(-c2ccccc2)noc1N1CCCCC1)C(=O)Nc1cccc(Cl)c1	-1	-4	-2
Cc1cc(=O)[nH]c(NN=C2CCCc3ccccc32)n1	5	-7	-8
COCCn1c(=O)c2c(nc3n(Cc4ccco4)c(C)cn23)n(C)c1=O	15	.	-18
COCCCN(CC(=O)N(CCc1c[nH]c2ccccc12)Cc1ccc(C(C)(C)C)cc1)C(=O)c1ccccc1C	.	3	5
O=C(N[C@@H]1c2ccccc2C2(CCNCC2)[C@H]1O)c1ccc(Cl)s1	5	.	-4
O=C1NCCCCC1Sc1nc2ccccc2c(=O)n1C1CC1 (configuration not stated)	0	.	-6
COc1ccccc1C(C)Nc1ncnc2ccsc12 (configuration not stated)	4	-11	-7
CCOCCn1c(C(C)O)nc2ccccc21 (configuration not stated)	7	.	-3
